Compound activity: PubChem BioAssay, The Scripps Research Institute Molecular Screening Center
S1P3 antagonist – S1P3 receptor antagonists, primary screen, cell-based; Sphingosine 1-phosphate receptor 3 (Homo sapiens), Q99500; CHO S1P3 NFAT-BLA reporter, FRET fluorescence, antagonist mode; inhibition, % at 4.98 µM; actives 0.27% (n = 170,000);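 active means inhibition above the plate cutoff, the mean inhibition of test wells on that plate plus 3 SD, cut at about 28% in these data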;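 further: cells challenged with S1P at its EC80 of 0.8 µM; blue over green emission ratio from cleaved BLA substrate after 4 h stimulation; 0% = S1P-stimulated wells and 100% = unstimulated DMSO-only wells; some compounds past the cut are filed as inactive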
Target sequence (Q99500 whole entry, looked up): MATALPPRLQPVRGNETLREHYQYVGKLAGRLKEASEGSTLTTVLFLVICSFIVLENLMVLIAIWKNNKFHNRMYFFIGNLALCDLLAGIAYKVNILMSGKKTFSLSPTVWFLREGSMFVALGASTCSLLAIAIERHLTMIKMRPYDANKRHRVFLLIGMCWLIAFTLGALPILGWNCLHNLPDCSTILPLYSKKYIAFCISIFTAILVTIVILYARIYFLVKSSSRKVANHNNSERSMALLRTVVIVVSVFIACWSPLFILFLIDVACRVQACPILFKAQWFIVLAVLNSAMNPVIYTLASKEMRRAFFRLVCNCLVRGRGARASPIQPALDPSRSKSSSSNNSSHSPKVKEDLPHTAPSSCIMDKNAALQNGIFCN
* marks the source's active call; other numbers are inactive results. An excerpt; the hit share may differ from the screen's.

Compound | S1P3 antagonist
O=P(Oc1ccccc1)(Oc1ccccc1)N1CCN(c2ccc(F)cc2)CC1 | 14
COC(=O)[C@@]1(C#N)[C@@H]2C=CC(C(C)=O)=CN2[C@@H](C(N)=O)[C@@H]1c1ccc(F)cc1 | -4
COc1ccccc1-n1c(O)c(/C=N/NC(=S)Nc2ccccc2)c(=O)[nH]c1=S | -41
CCOC(=O)c1c(C)n(Cc2ccc(F)cc2)c2ccc(O)cc12 | 10
CCC(C)n1c(O)c(C=NCC2CCCO2)c(=O)[nH]c1=S (centres undefined) | 11
O=C1NC(=O)N(CC2CCCO2)C(=O)/C1=C/c1cccs1 (centres undefined) | 7
C=CCn1c(O)c(C(C)=NCCCn2ccnc2)c(=O)[nH]c1=O | 2
CC(C)OP(=O)(Oc1ccc(C(O)C(Cl)(Cl)Cl)cc1)OC(C)C (centres undefined) | -8
CNC(=O)N(C)c1ccc(C(O)(C(=O)OC)C(F)(F)F)cc1 (centres undefined) | 6
CC(=NCc1ccc2c(c1)OCO2)c1c(O)n(-c2ccc(C)cc2)c(=O)[nH]c1=O | 8
CCC(=NCCCn1ccnc1)c1c(O)n(-c2ccc(OC)cc2)c(=O)[nH]c1=O | 0
CCCCCCCn1c(=O)c(C(=O)Nc2cnccn2)c(O)c2ccccc21 | 2

The list continues.
Compound | S1P3 antagonist
CCCC[N+]12CCC(CC1)C(C(O)(c1ccccc1)c1ccccc1)C2 (centres undefined) | -6
C=CCn1c(O)c(C(C)=Nc2ccc(C(=O)O)cc2)c(=O)[nH]c1=O | -13
O=C1NC(=O)N(Cc2ccc(F)cc2)C(=O)/C1=C\C=C\c1ccco1 | -12
CCC1(CC)C(=O)N(C)C(=O)NC1=NC | -7
Cc1cccc(OP(N)(=O)Oc2cccc(C)c2C)c1C | -3
CC(C)C(=O)Nc1nnc(CCN(CCc2nnc(NC(=O)C(C)C)s2)[N+](=O)[O-])s1 | 2
O=C(O)CCC(=O)NCCC1=c2ccccc2=N/C1=C\c1c(O)n(Cc2ccc(F)cc2)c(=S)[nH]c1=O | -9
C=CCn1c(O)c(/C=N/N2CCCCC2)c(=O)[nH]c1=O | 2
CCOc1ccc(N=Cc2c(O)n(Cc3ccccc3)c(=S)[nH]c2=O)cc1 | -2
CCCCn1c(O)c(C(C)=NCc2ccc3c(c2)OCO3)c(=O)[nH]c1=O | 13
CCOC(=O)c1ccc2[nH]c(-c3ccc(S(=O)(=O)F)cc3)cc(=O)c2c1 | -8
c1ccc(C2NCCc3[nH]cnc32)cc1 (centres undefined) | -11

Continuation.
Compound | S1P3 antagonist
O=C(N/N=C/c1c(O)n(Cc2ccc(F)cc2)c(=S)[nH]c1=O)c1ccncc1 | 4
O=c1[nH]c(=O)n(Cc2ccccc2)c(O)c1/C=N/NCCO | -10
Cn1c(O)c(C2=NN(C(=O)CCl)C(c3ccccc3)C2)c(=O)n(C)c1=O (centres undefined) | -12
CC(=O)NCC(=O)Nc1ccc(Br)cc1C(=O)c1ccccc1 | -9
CCC(=NCc1ccco1)c1c(O)n(-c2ccccc2C)c(=O)[nH]c1=O | -5
Cc1ccc2c(c1Cl)NC(C(=O)O)C1CC(Sc3ccccc3[N+](=O)[O-])C(Cl)C21 (centres undefined) | -11
CCC(N)Cc1c[nH]c2ccccc12 (centres undefined) | -1
Cc1c(C(=O)Nc2ccccc2)cc(-c2ccccc2)n1CCCN1CCOCC1 | -12
CN=C(SCC(=O)c1cccc(Cl)c1)c1c(O)n(C)c(=O)n(C)c1=O | -12
O=c1[nH]c(=O)n(Cc2ccc(F)cc2)c(O)c1/C=N/Nc1ccccc1 | 18
CCCCCCCCCCCCn1ccc(=N)cc1 | -3
CCOP(=O)(OCC)C1(C(=O)O)CCCC1 | -2

New compounds follow
Compound | S1P3 antagonist
CCCC(=O)c1cc(CP(=O)(OCC)OCC)oc1C | -12
COc1cc2c(cc1OC)[C@@H]1C(=O)c3ccc4c(c3O[C@@H]1CO2)C[C@H](C(C)C)O4 | 38*
CCOP(=O)(OCC)c1cccc(OP(=O)(c2cccc([N+](=O)[O-])c2)c2cccc([N+](=O)[O-])c2)c1 | -1
CCCCn1c(O)c(C(C)=NCc2cccnc2)c(=O)[nH]c1=O | -13
CC1(C)C2SCC(=O)N2CCN1CC(=O)NN (centres undefined) | 13
CC(Cl)(Cl)/C(=N/P(=S)(N1CCOCC1)N1CCOCC1)N1CCOCC1 | 1
O=C1/C(=C\c2ccncc2)N2CCC1CC2 | 12
CCc1ccc(N2C(=O)NC(=O)/C(=C\C=C\c3ccco3)C2=O)cc1 | 1
C/C(=N\NC(=O)c1ccccc1O)c1c(O)n(Cc2ccccc2)c(=O)[nH]c1=O | -4
O=C1NC(=O)C(=Cc2ccc3ccccc3c2)C(=O)N1 | -9
COc1ccccc1-n1c(O)c(/C=N/N2CCCCC2)c(=O)n(-c2ccccc2OC)c1=S | -12
Fc1ccc(C2N3CCCN23)cc1 (centres undefined) | -7

More results follow:
Compound | S1P3 antagonist
CC(CCc1ccccc1)NCCC#N (centres undefined) | -2
O=C1NC(=O)N(Cc2ccccc2)C(=O)/C1=C/C=C/c1ccco1 | 9
CC1(C)CN=C(Nc2ccc(F)c(Cl)c2)S1 | 9
COc1ccc(Cc2c(O)[nH]c(=O)[nH]c2=O)c(OC)c1 | 12
O=C(c1cccc2ccccc12)C1CCCN(Cc2ccon2)C1 (centres undefined) | 5
Cc1nc2ccccc2c(=O)n1-c1ccc(C(=O)O)cc1 | -1
CC1C(C)N1CC(O)Cn1ccnc1[N+](=O)[O-] (centres undefined) | -7
CC(=NCc1cccnc1)c1c(O)n(-c2ccc(Cl)cc2)c(=O)[nH]c1=O | 0
CN1C(=O)C(=Cc2ccc(N3CCCCCC3)cc2)C(=O)N(C)C1=O | 3
Cc1ccc2[nH]c(=S)n(-c3cccnc3)c(=O)c2c1 | -2
Cn1c(O)c(C(=Nc2ccc(F)cc2)c2ccccc2)c(=O)n(C)c1=O | 6
NCCCN1CCN(c2ccccc2)CC1 | 3

2 neighbouring records from above:
Compound | S1P3 antagonist
COc1ccc(Cc2c(O)[nH]c(=O)[nH]c2=O)c(OC)c1 | 12
O=C(c1cccc2ccccc12)C1CCCN(Cc2ccon2)C1 (centres undefined) | 5

Continuation.
Compound | S1P3 antagonist
COC(=O)C1C(O)C(C)C(O)C(C)/C=C\C=C(/C)C(=O)Nc2c(C)c(OC(C)=O)c3c(c2O)C(=O)C(C)=C2OCOC(=C23)/C(C)=C/C(C)(O)C(O)C(C)C1O (centres undefined) | -10
O=C1OC(c2ccc(Cl)cc2)=N/C1=C\N1CC2CC(C1)c1cccc(=O)n1C2 (centres undefined) | -2
CCOP(=O)(OCC)C(NC(=O)c1ccc(OC)cc1)C(Cl)(Cl)Cl (centres undefined) | -6
COc1ccc(C2c3c(nc(C)[nH]c3=O)Oc3c2c(=O)oc2ccccc32)cc1 (centres undefined) | -3
CC(C)Cc1nnc(NC(=O)CCC(=O)N2CCC3(CC2)OCCO3)s1 | 12
Nc1cc2nc3ccccc3nc2cc1N | 10
COc1ccc(C(=O)N/N=C/C23CC[C@@H](O)CC2(O)CC[C@@H]2[C@@H]3CCC3(C)C(C4=CC(=O)OC4)CCC23O)cc1 (some centres undefined) | -1
CC/C(=N\NC(=O)c1ccccc1)c1c(O)n(Cc2ccccc2)c(=O)[nH]c1=O | 2
O=C1NC(=O)N(c2ccccc2)C(=O)/C1=C/c1coc2ccc(O)cc2c1=O | -6
O=P(Nc1ccccc1)(Oc1ccccc1)Oc1ccccc1 | -14
C=CCn1c(O)c(C(CC)=Nc2cccc(C(F)(F)F)c2)c(=O)[nH]c1=O | -9
CC(N=Cc1c(O)n(C2CC2)c(=S)[nH]c1=O)c1ccccc1 (centres undefined) | 5

Following part
Compound | S1P3 antagonist
Cc1ccccc1NC(=O)c1cc(-c2ccccc2)n(CCCN2CCOCC2)c1C | -6
O=c1[nH]c(=O)n(-c2ccc(Br)cc2)c(O)c1C=NCCN1CCCCC1 | -65
CC(C)(CN)CC(=O)O | -9
CC(C(=O)c1c[nH]c2ccccc12)N1CCOCC1 (centres undefined) | -6
COP(=O)(OC)Oc1ccc(C(O)C(Cl)(Cl)Cl)cc1 (centres undefined) | 4
Cc1cc(OC(=O)N(C)C)nc2c1c(C)nn2C | 2
CC1=C2C3OC(=O)C(C)C3CC[C@@]2(C)C=CC1=O (some centres undefined) | -1
CCNCCNc1ccc([N+](=O)[O-])c2cccnc12 | -6
CN(C)CCN=Cc1c(O)n(Cc2ccc3c(c2)OCO3)c(=S)[nH]c1=O | -5
COc1ccc(NC(=O)c2cn(CCC#N)nc2-c2cccc([N+](=O)[O-])c2)cc1 | -1
CNS(=O)(=O)c1ccc(N=Cc2c(O)n(-c3ccc(C)cc3)c(=O)[nH]c2=O)cc1 | -9
CCC(=Nc1cccc(C(F)(F)F)c1)c1c(O)n(C)c(=O)n(C)c1=O | 4

(continued)
Compound | S1P3 antagonist
C/C(=N\NC(=O)c1ccccc1)c1c(O)n(Cc2ccccc2)c(=O)[nH]c1=O | 4
C/C(=N\N1CCCCCC1)c1c(O)n(C)c(=O)n(C)c1=O | -5
NC1=C([N+](=O)[O-])C(c2ccc3c(c2)OCO3)c2c(c3ccccc3oc2=O)O1 (centres undefined) | -20
CCC(=NCc1ccco1)c1c(O)n(C)c(=O)n(C)c1=O | 1
Cc1ccc2c(c1)C1CN(C)CCC1N2C(=O)CCCN1C(=O)c2cccc3cccc(c23)C1=O (centres undefined) | -4
N#CC12CNCC1CN=N2 (centres undefined) | -1
CN1CCN(c2ccc([N+](=O)[O-])c(Sc3ccccn3)c2)CC1 | -9
O=C(c1ccccc1)N1CCC2(CC1)OCCO2 | -13
COC(=O)c1cn(C(=O)c2cccc3ccccc23)c2ccccc12 | -2
CCCOC(=O)Nc1ccc([As](=O)(O)O)cc1NC(=O)OCCC | 1
Clc1ccccc1CN1CCN(c2cccc3[nH]ccc23)CC1 | 1
Cc1ccc(S(=O)(=O)N2CC2(C)CCl)cc1 (centres undefined) | 0

Among those listed so far, these contain a furan ring, fused or not:
Compound | S1P3 antagonist
O=C1NC(=O)N(Cc2ccc(F)cc2)C(=O)/C1=C\C=C\c1ccco1 | -12
CCC(=NCc1ccco1)c1c(O)n(-c2ccccc2C)c(=O)[nH]c1=O | -5
CCCC(=O)c1cc(CP(=O)(OCC)OCC)oc1C | -12
CCc1ccc(N2C(=O)NC(=O)/C(=C\C=C\c3ccco3)C2=O)cc1 | 1
O=C1NC(=O)N(Cc2ccccc2)C(=O)/C1=C/C=C/c1ccco1 | 9
CCC(=NCc1ccco1)c1c(O)n(C)c(=O)n(C)c1=O | 1

Next compounds:
Compound | S1P3 antagonist
Cc1nc(SCc2c(Cl)cccc2Cl)nc(OC(=O)N(C)C)c1C | -4
C[N+]1(C)C2CCC1CC(OC(=O)c1ccco1)C2 (centres undefined) | -3
Cc1ccc(OCC(=O)N2CCN(Cc3ccc([N+](=O)[O-])cc3)CC2)cc1 | 13
CC(=NCc1ccco1)c1c(O)n(-c2ccc(C)cc2)c(=O)[nH]c1=O | -10
C=CCn1c(O)c(C(CC)=NCC2CCCO2)c(=O)[nH]c1=O (centres undefined) | 2
CC(C)CN1CCN(Cc2ccc(C(F)(F)F)cc2)CC1CCO (centres undefined) | -11
c1ccc2c(c1)Sc1ccccc1N2CC1CN2CCC1CC2 (centres undefined) | 9
Cc1ccccc1-n1c(/C=C/c2ccccn2)nc2ccccc2c1=O | -5
CCCCCCC(=O)N/N=C/c1c(O)n(CCc2ccccc2)c(=O)[nH]c1=O | 1
CC(=NCCN(C)C)c1c(O)n(Cc2ccccc2)c(=O)[nH]c1=O | -8
CCCCn1c(O)c(/C=N/NC(=O)c2ccncc2)c(=O)[nH]c1=O | 7
O=C1N(c2nncs2)CCN1[N+](=O)[O-] | 4

The listing continues:
Compound | S1P3 antagonist
O=c1[nH]c(=O)n(Cc2ccco2)c(O)c1C=NC1CCN(Cc2ccccc2)CC1 | 3
C/C(=N\Nc1ccccc1)c1c(O)[nH]c(=O)[nH]c1=O | -3
CN(C)C(=O)Oc1ccc(Br)cc1C(=O)Nc1ccc(F)c(Cl)c1 | -2
CCOc1ccc(-c2cc(C)[n+](CCN3CCOCC3)c(-c3ccc(OCC)cc3)c2)cc1 | 3
COc1ccc(CCn2c(O)c(C=Nc3ccc(F)cc3)c(=O)[nH]c2=O)cc1OC | -3
OC1C2CN3CN(C2)CC1(c1ccccc1)C3 (centres undefined) | 4
CSc1nnc(OC(=O)N(C)C)n1-c1ccc(Cl)cc1 | 3
N#CCCn1cc(C(=O)Nc2ccc([N+](=O)[O-])cc2)c(-c2ccccc2)n1 | -9
CC1CCSP(=O)(Oc2ccccc2)O1 (centres undefined) | 1
CC1CN2c3ccc([N+](=O)[O-])cc3CC3(C(=O)N(C)C(=O)N(C)C3=O)C2C(C)O1 (centres undefined) | -21
CCCC(=O)c1ccc(CP(=O)(OCC)OCC)o1 | -12
Cn1c(=O)c2c(nc(N/N=C/c3c(O)n(C4CCCCC4)c(=S)[nH]c3=O)n2C)n(C)c1=O | 16

The listing continues:
Compound | S1P3 antagonist
O=[N+]([O-])c1cc(-c2ccc([As](=O)(O)O)cc2)ccc1[As](=O)(O)O | -7
C/C=C/CC1(CC)C(=O)NC(=S)NC1=O | 9
CCN(CC)S(=O)(=O)c1cccc(N=Nc2c(O)n(CC)c(=S)n(CC)c2=O)c1 | -3
CC(C)n1c(O)c(C2c3cc(Cl)ccc3Oc3[nH]c(=O)n(C(C)C)c(=O)c32)c(=O)[nH]c1=O (centres undefined) | 17
O=S(=O)(c1ccc(F)cc1)N1CCCC1c1cccnc1 (centres undefined) | 6
CC(=NCc1ccco1)c1c(O)n(-c2ccccc2C)c(=O)[nH]c1=O | -19
CC/C(=N\NC(=S)Nc1ccccc1)c1c(O)[nH]c(=O)[nH]c1=O | -2
